# Eya2 inh – Eya2 (human) phosphatase inhibition; O00167; recombinant Eya2, OMFP fluorescence dephosphorylation (OMFP is methylfluorescein phosphate); Potency, µM (doses to about 76.9 µM), without a hit: top-dose activity, negative = inhibition, usual class: inhibitors; 0.006% of 330,000 active; AID 488837; note: potency is the fitted concentration of half-maximal effect; % is set by controls: 0 for no effect and ±100 for the full control effect
#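 Eya2 (0.2 uM) preincubated 10 min at ambient with compound, then OMFP substrate added at 50 uM; 10 min reaction in 50 mM HEPES pH 7.5, 50 mM NaCl, 5 uM MgCl2, 0.05% BSA, 1 mM DTT. Fluorescence read at Ex 485/Em 525 nm.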
# Chronic BCR inh – chronic active BCR signaling inhibition | ABC-DLBCL IkBa-CBG/CBR reporter, luminescence ratio, 4 h | Potency, µM (titrated, usually from 46.1 µM), inactives show top-dose ratio change, negative = lower green/red ratio, usual class: inhibitors | 0.05% of 340,000 active | AID 493014; active = well fitted inhibition curve with a large enough effect in the signal ratio, with a control signal flat, not every such curve was filed as active; inconclusive = small, poorly fitted or top-dose-only effect, or effect the other way, or a change in a side signal; the % refers to the signal ratio;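 note: potency is the fitted concentration of half-maximal effect; plate controls were basal doxycycline-induced cells for no effect and cells given 10 µM MG132 for full effect; MG132 reads +100%, hits lower the ratio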
#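 Compounds up to 46 uM were incubated four hours with TMD8 cells whose green CBG68 luciferase is fused to IkappaBalpha; red CBR luminescence normalised the signal, and concentration-effect curves were fitted to fusion, red and ratio data.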
# uPA generation – blocks generation of uPA at the cell surface | cell surface uPA generation assay, qHTS | 0.31% of 330,000 active | Potency, µM (top dose mostly 38.3 µM), for the others: at the top dose activity change, negative = inhibition, hits mostly inhibitors; active = well fitted inhibition curve with a large enough effect; inconclusive = small, poorly fitted or top-dose-only effect; inactive = no such curve, though single readings can be large or run the other way; tested in mouse RAW 264.7 cells; note: potency is the fitted concentration of half-maximal effect; % is set by controls: 0 for no effect and ±100 for the full control effect; nearly all actives have a fitted effect of over 55% in size
# Mito fusion yeast – mitochondrial division inhibition or fusion activation | S. cerevisiae fusion-defective mutant growth rescue, CellTiterGlo 48 h | Potency, µM (top dose mostly 46.1 µM), inactives show at the highest dose growth rescue (activation), hits mostly activators | 0.23% of 320,000 active | AID 485298;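 note: potency is the fitted concentration of half-maximal effect; % of control where 0% means no effect; nearly all actives have a fitted effect of over 45% in size; temperature-sensitive fusion mutants such as fzo1-1 at 37 °C on non-fermentable ethanol glycerol medium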
#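 Compounds are tested for their ability to restore growth of mitochondrial fusion-defective yeast strains at non-permissive 37C in YPEG medium over 48 hours. Viability is quantified by luciferase luminescence.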
# Tb PFK inh – T. brucei PFK enzyme inhibition; T. brucei PFK, ADP-Glo luminescence; Potency, µM (highest dose often 57.5 µM), for inactives: at the highest dose activity, negative = inhibition, most hits filed as inhibitors; 0.17% of 330,000 active; AID 485367;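 note: potency is the fitted concentration of half-maximal effect; 0% = uninhibited 1x PFK enzyme wells and -100% = no-enzyme wells; nearly all actives have a fitted effect of over 60% in size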
# Target sequence (O15648 whole entry, looked up): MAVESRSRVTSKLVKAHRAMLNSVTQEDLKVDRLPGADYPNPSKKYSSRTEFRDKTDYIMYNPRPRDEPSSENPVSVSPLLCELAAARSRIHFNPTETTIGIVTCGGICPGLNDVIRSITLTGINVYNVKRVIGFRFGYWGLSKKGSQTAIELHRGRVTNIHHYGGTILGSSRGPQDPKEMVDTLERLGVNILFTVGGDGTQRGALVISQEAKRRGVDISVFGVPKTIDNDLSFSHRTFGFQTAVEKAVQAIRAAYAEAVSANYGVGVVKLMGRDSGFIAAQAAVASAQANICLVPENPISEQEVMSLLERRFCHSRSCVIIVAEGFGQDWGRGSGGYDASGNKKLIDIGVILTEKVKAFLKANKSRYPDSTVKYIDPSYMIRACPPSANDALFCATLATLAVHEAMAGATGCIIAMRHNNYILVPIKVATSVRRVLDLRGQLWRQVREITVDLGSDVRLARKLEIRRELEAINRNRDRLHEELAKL
#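 In TEA buffer at pH 8.0 with 5 mM MgCl2, enzyme (1.25 nM) converted F6P (0.5 mM) and ATP (0.1 mM) for 45 min at room temperature. ADP product was read by luciferase luminescence.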
# B2AR arrestin – recruits beta-arrestin to the human beta2-adrenergic receptor | P07550 | beta-arrestin recruitment to beta2AR, cell-based reporter | Potency, µM (series often up to 46.1 µM), inactives show at the top dose activation, most hits filed as activators | 0.02% of 330,000 active | AID 492947;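 note: potency is the fitted concentration of half-maximal effect; 0% = DMSO controls and full agonism = EC100 isoproterenol or metaproterenol; nearly all actives have a fitted effect of over 65% in size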
# PTAP TSG101 blk – blocks PTAP/TSG101 interaction to inhibit HIV-1 budding | Fluorescence polarization, FITC-PTAP peptide / Tsg101 binding | Potency, µM (titrated, usually from 115 µM), without a hit: top-dose activity change, negative = inhibition, usual class: inhibitors | AID 493005 | 340,000 tested, under 10 active; active = well fitted inhibition curve with a large enough effect in the main read-out, with a control signal flat, not every such curve was filed as active; inconclusive = small, poorly fitted or top-dose-only effect, or effect the other way, or a change in a side signal; inactive = no such curve, though single readings can be large or run the other way; note: potency is the fitted concentration of half-maximal effect; % of control where 0% means no effect
# Target sequence (Q99816 whole entry, looked up): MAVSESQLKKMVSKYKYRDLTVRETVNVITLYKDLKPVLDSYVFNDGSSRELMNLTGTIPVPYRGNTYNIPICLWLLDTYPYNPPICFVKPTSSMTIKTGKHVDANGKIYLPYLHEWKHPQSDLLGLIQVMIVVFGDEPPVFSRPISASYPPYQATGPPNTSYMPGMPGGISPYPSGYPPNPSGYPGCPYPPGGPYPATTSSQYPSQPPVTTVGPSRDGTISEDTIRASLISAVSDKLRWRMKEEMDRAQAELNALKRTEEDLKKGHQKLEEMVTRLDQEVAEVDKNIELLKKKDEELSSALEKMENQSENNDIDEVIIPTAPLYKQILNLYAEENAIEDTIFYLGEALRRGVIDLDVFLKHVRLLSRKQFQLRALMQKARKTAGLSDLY
#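 FP read-out: FITC-PTAP peptide, 50 nM final, binding Tsg101 binding domain, 10 uM final; 20 min, r.t.; 10 mM HEPES pH 7.5, 0.15 M NaCl, 0.01% Tween 20, 3 mM EDTA, 0.1 mM TCEP.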
# USP2a inh – USP2a (human) protease inhibition; Potency, µM (highest dose often 38.3 µM), for the others: at the top dose activity change, negative = inhibition, usual class: inhibitors; USP2 core, Ub-CHOP2 coupled fluorogenic reporter, 485/531; 0.01% of 330,000 active;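 note: potency is the fitted concentration of half-maximal effect; plate controls were DMSO wells for no effect and full inhibition by NEM control for full effect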
#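 USP2 core (10nM final) preincubated 30min RT with compound in 20mM Tris-HCl pH 8.0, 2mM CaCl2, 2mM beta-mercaptoethanol, 0.05% CHAPS; 25nM Ub-CHOP2 plus 25nM reporter substrate added, fluorescence (Ex485/Em531) read after 60min.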
# ELG1 repair inh – ELG1-dependent DNA repair inhibition; HEK293T ELG1-luciferase reporter, luminescence, 16 h; DNA damage induced by 5-fluorouridine; Potency, µM (top dose mostly 46.1 µM), without a hit: at the highest dose activity change, negative = inhibition, actives largely listed as inhibitors; 2.3% of 330,000 active; AID 504467; note: potency is the fitted concentration of half-maximal effect; % is set by controls: 0 for no effect and ±100 for the full control effect; nearly all actives have a fitted effect of over 55% in size
#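 Quantitative HTS, concentration-response format. 2,000 cells/well co-treated with 5-fluorouridine and compound, 16 hr in 5% CO2 at 37 °C; ONE-Glo luminescence read after 30 min.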
# TCR activator – activators of T cell receptors. primary human leukocytes, anti-CD3, IL-2 HTRF, 48 h. Potency, µM (highest dose often 9.22 µM), without a hit: at the highest dose activation of IL-2 secretion, usual class: activators. 330,000 tested, under 10 active; note: % of control where 0% means no effect
#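 Readout: HTRF IL-2, Eu-cryptate/d2 antibody pair, 320nm excitation, 665nm emission. Stimulus: a-CD3 beads, no co-stimulation. Cells: primary human leukocytes. Exposure: 48 hr with compound.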
# TSHR antagonist – blocks TSH signaling through the human TSH receptor. P16473. AID 504810. TSHR-expressing cells, TSH-stimulated cAMP HTRF, 2 h; hits give low values. 0.2% of 330,000 active. activity change, negative = inhibition, % at 11.5 µM;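 active = activity change below a set negative limit, meaning inhibition stronger than a set level, cut at about -70% in these data; inconclusive = activity change between two set negative limits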; note: % is set by controls: 0 for no effect and ±100 for the full control effect
#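 Inhibition of cAMP made by TSHR-expressing cells under TSH stimulation (4nM final, EC80; 2 h, 37 deg C) is quantified with a one-step lysis HTRF kit, anti-cAMP cryptate versus cAMP-d2.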
# * marks the source's active call; other numbers are inactive results; ? = inconclusive; nt = no result given; [ ] = remark or other dose. Unless noted, calls come from the whole dose curve; as a rule, active = well fitted curve in the direction sought with a large enough effect; inconclusive = small, poorly fitted or top-dose-only effect, or another doubt; inactive = no such curve, though single readings can be large; an effect the other way counts as inactive or inconclusive.
SMILES,Eya2 inh,Chronic BCR inh,uPA generation,Mito fusion yeast,Tb PFK inh,B2AR arrestin,PTAP TSG101 blk,USP2a inh,ELG1 repair inh,TCR activator,TSHR antagonist
CCOc1ccc(CN(C)C(=O)c2ccc3ccccc3n2)cc1,1%,-7%,1%,4%,2%,0.2%,-3%,3%,8%,7%,-3
N#CC(=C1CCCC1)c1nc(-c2ccccc2)cs1,4%,?,-14%,-5%,1%,-0.7%,-1%,-2%,?,2%,-3
Cc1cc(C)c(S(=O)(=O)N2CCN(S(=O)(=O)N3CCCCCC3)CC2)c(C)c1,1%,1%,3%,-2%,-3%,-0.6%,-5%,-1%,?,1%,-3
O=C(CSCc1ccccc1)Nc1ccc(S(=O)(=O)N2CCOCC2)cc1,3%,3%,2%,0%,-2%,-0.3%,-1%,0%,-1%,-6%,4
Cc1cc(NC(=O)COC(=O)c2ccc([N+](=O)[O-])cc2Cl)no1,7%,0%,-2%,-1%,-3%,-0.1%,-6%,0%,5%,-2%,4
COc1ccc(OC)c(Cc2nnc(CCC(=O)NCc3ccsc3)o2)c1,6%,-7%,-1%,-8%,5%,0.1%,-4%,1%,?,3%,-10
Cc1cccc(-n2ncc3c(N4CCc5ccccc54)ncnc32)c1,4%,?,nt,1%,-3%,0.1%,nt,1%,?,nt,4
CC(C)c1cc(CNC(=O)c2ccc(OC3CCN(Cc4ccccn4)CC3)cc2)on1,-4%,-1%,-1%,-1%,0%,0.3%,-8%,-1%,1%,3%,-7
CC(=O)N1CCOc2cc(S(=O)(=O)NCc3ccc(F)cc3)c(C)cc21,7%,?,1%,0%,-2%,-1.6%,-1%,-1%,5%,0%,61
CN1CCN(NC(=O)c2cc([N+](=O)[O-])cc([N+](=O)[O-])c2)CC1,10%,16%,nt,0%,15%,0.0%,-5%,0%,0%,2%,-4
CC(C)CCN1CCN(Cc2cccn2-c2ccccn2)CC1CCO (configuration not stated),5%,-4%,1%,3%,-1%,-0.4%,-3%,-1%,-1%,1%,4
O=C(Nc1ccc(Br)cc1F)c1ccc2c(c1)OCCO2,-1%,?,-13%,11%,4%,-1.0%,-1%,-1%,?,3%,-27
Cc1cc(C)n(CCNS(=O)(=O)c2ccccc2)n1,18%,1%,-4%,-3%,-6%,-0.4%,-2%,1%,1%,1%,-2
CCOc1ccccc1/C=N/Nc1nc2ccccc2o1,1%,?,4%,-19%,-3%,-0.1%,0%,1%,2%,7%,-10
CCOC(=O)COn1c(=O)c(-c2ccc(Br)cc2)[n+]([O-])c2ccccc21,-12%,3%,6%,-36%[inhibitor],-3%,-0.1%,-1%,3%,?,2%,7
O=C(O)C1(c2cccc(Cl)c2)CCC1,16%,3%,2%,3%,-1%,-0.5%,-4%,-1%,-11%,2%,7
Cc1nn(C)cc1/C=N/NC(=O)c1ccco1,3%,-17%,2%,2%,-1%,0.4%,-15%,2%,?,9%,-6
COc1ccccc1N1CCN(C(=O)c2ccc(Cl)c(S(=O)(=O)N3CCOCC3)c2)CC1,3%,-1%,-2%,-2%,1%,0.4%,30%,1%,-5%,3%,11
CCOC(=O)C1(CCOc2ccccc2)CCN(Cc2cccc(OC)c2OC)CC1,-15%,?,-10%,4%,1%,-0.3%,3%,-9%,12µM*,-2%,26
COC(=O)[C@@]1(Cc2ccc(F)cc2)[C@H]2c3cc(C(=O)N(C)C)n(Cc4ccc(OC(F)(F)F)cc4)c3C[C@H]2CN1C(=O)c1ccccc1,-5%,?,nt,13%,-6%,0.2%,nt,-1%,-3%,nt,2

# Exported bar-delimited: entries from further up.
SMILES | Eya2 inh | Chronic BCR inh | uPA generation | Mito fusion yeast | Tb PFK inh | B2AR arrestin | PTAP TSG101 blk | USP2a inh | ELG1 repair inh | TCR activator | TSHR antagonist
COc1ccccc1N1CCN(C(=O)c2ccc(Cl)c(S(=O)(=O)N3CCOCC3)c2)CC1 | 3% | -1% | -2% | -2% | 1% | 0.4% | 30% | 1% | -5% | 3% | 11
CC(C)CCN1CCN(Cc2cccn2-c2ccccn2)CC1CCO (configuration not stated) | 5% | -4% | 1% | 3% | -1% | -0.4% | -3% | -1% | -1% | 1% | 4
COC(=O)[C@@]1(Cc2ccc(F)cc2)[C@H]2c3cc(C(=O)N(C)C)n(Cc4ccc(OC(F)(F)F)cc4)c3C[C@H]2CN1C(=O)c1ccccc1 | -5% | ? | nt | 13% | -6% | 0.2% | nt | -1% | -3% | nt | 2
Cc1cc(C)n(CCNS(=O)(=O)c2ccccc2)n1 | 18% | 1% | -4% | -3% | -6% | -0.4% | -2% | 1% | 1% | 1% | -2
Cc1nn(C)cc1/C=N/NC(=O)c1ccco1 | 3% | -17% | 2% | 2% | -1% | 0.4% | -15% | 2% | ? | 9% | -6
Cc1cccc(-n2ncc3c(N4CCc5ccccc54)ncnc32)c1 | 4% | ? | nt | 1% | -3% | 0.1% | nt | 1% | ? | nt | 4

# The results go on.
SMILES,Eya2 inh,Chronic BCR inh,uPA generation,Mito fusion yeast,Tb PFK inh,B2AR arrestin,PTAP TSG101 blk,USP2a inh,ELG1 repair inh,TCR activator,TSHR antagonist
NC(=O)c1ccccc1NC(=O)c1ccccc1S(=O)(=O)c1ccccc1[N+](=O)[O-],-15%,0%,1%,0%,18%,-1.1%,-1%,5%,7%,-1%,-12
CCOc1ccc(NC(=O)COC(=O)C2(C)CC2(Cl)Cl)c([N+](=O)[O-])c1 (configuration not stated),4%,0%,1%,1%,-1%,0.5%,1%,-1%,-24%,2%,-10
Cc1nnc(NC(=O)CSc2nnc(-c3ccco3)o2)s1,1%,?,-2%,-12%,0%,0.2%,0%,-4%,-1%,0%,-2
CCCn1nc(C(=O)OCC(=O)Nc2cccc(OC)c2)c2ccccc2c1=O,4%,-14%,1%,0%,1%,1.0%,-2%,2%,6%,-1%,-4
O=C(N/N=C/c1ccsc1)c1cc2ccccc2o1,?,?,5%,-10%,-16%,0.1%,2%,3%,18%,6%,4
Cc1ccc(C)c(NS(=O)(=O)c2cc3c4c(c2)CC(=O)N4CCC3)c1,-12%,2%,-1%,26%,2%,-1.6%,-10%,0%,0%,1%,8
CCN(CC)c1ccc(-c2sc(Nc3ccccc3)n[n+]2-c2ccc(F)cc2)cc1,9%,?,5%,-8%,2%,7.8%,?,2%,?,5%,13
Cc1nc(N2CCN(c3ccccc3)CC2)[nH]c(=O)c1CCC(C)C,-4%,-1%,2%,0%,-3%,-0.1%,0%,0%,12%,2%,-3
CC(=O)Nc1ccc(Nc2nnc(-c3ccc(C)c(S(=O)(=O)NCC4CCCO4)c3)c3ccccc23)cc1 (configuration not stated),-5%,?,10%,5%,1%,0.5%,-3%,-4%,21µM*,-6%,-4
COc1ccccc1-c1cc2nc(C)c(CCC(=O)NC(C)CCc3ccco3)c(C)n2n1 (configuration not stated),-3%,?,0%,3%,-1%,-0.5%,-4%,-5%,?,-3%,8
O=C(CCN1C(=O)c2cccc([N+](=O)[O-])c2C1=O)Nc1nccs1,11%,1%,4%,-2%,-1%,0.5%,-2%,3%,10%,-12%,9
Cc1nn(-c2ccccc2)c(C)c1/C=N/NC(=O)c1cc(C(C)(C)C)[nH]n1,-19%,-2%,-6%,-3%,1%,-0.5%,0%,1%,?,9%,4
CCOC(=O)N1CCN(C(=O)CCCN2C(=O)CSc3nc(C)cc(C)c32)CC1,-6%,-2%,6%,-2%,3%,0.4%,-4%,0%,-1%,-95%,33
O=C1/C(=C\c2cccc([N+](=O)[O-])c2O)SC(=S)N1Cc1ccccc1,-26%,10%,-15%,-21%,?,0.5%,-5%,-4%,8.2µM*,1%,-35
CCc1nnc(NC(=O)CSc2nnc(-c3ccc(O)cc3)n2C)s1,-5%,4%,5%,1%,-5%,-0.6%,0%,0%,9%,-3%,23
COc1cc2c(cc1OC)C(C(=O)Nc1ccc3c(c1)OCCO3)C1c3ccccc3CCN1C2=O (configuration not stated),8%,-26%,-4%,-1%,1%,3.1%,0%,0%,-23%,-3%,9

# Compound activity: PubChem BioAssay, National Center for Advancing Translational Sciences (NCATS)
